High-throughput results from PubChem.
MPTP block: blocks calcium-induced mitochondrial swelling. isolated mouse mitochondria, Ca2+ swelling absorbance, 30 min. inhibition, % at 10 µM. 1.4% of 360,000 active. AID 602449;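 active means inhibition of 50% or more, scaled per plate between neutral and stimulator controls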;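 further: 0% = DMSO wells given calcium and 100% = 1 mM EGTA wells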
NR3A LBD binder: NR3A (human) ligand-binding domain modulation. NR3A LBD differential scanning fluorimetry, Tm shift; 0% = protein alone, 100% = glycine-bound protein. AID 1259313. 2.5% of 340,000 active. Tm shift relative to glycine control, % at 25 µM;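 active means melting temperature shift of at least 10% of the positive control shift, at one fixed dose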
HKDC1 inh: inhibitors of human hexokinase HKDC1 | Q2TB90 | 0.16% of 340,000 active | inhibition, % at 20 µM | recombinant HKDC1, G6PDH/diaphorase resazurin coupled fluorescence;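 active means inhibition above about 35% when tested at 20 µM, limit read from the data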;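 further: plate controls were DMSO wells with enzyme for no effect and DMSO wells lacking enzyme for full effect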
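Assay system: recombinant HKDC1 hexokinase; detection: coupled resazurin fluorescence, excitation 525 nm, emission 613 nm; benchmarks: DMSO-plus-enzyme-mix negative control, buffer-substituted positive control; compound dosing: single 20 µM dose; schedule: 90 min at room temperature in dark; also added: glucose plus 1 mM ATP as hexokinase substrates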
SENP8 block: SENP8 (human) protease inhibition; recombinant SENP8, Nedd8 substrate fluorescence; inhibition, % at 20 µM; Q96LD8; 0.64% of 360,000 active; in the data active means inhibition mostly above about 40%, no sharp cut-off; inactive means mostly below about 27%
Target sequence (Q96LD8 whole entry, looked up): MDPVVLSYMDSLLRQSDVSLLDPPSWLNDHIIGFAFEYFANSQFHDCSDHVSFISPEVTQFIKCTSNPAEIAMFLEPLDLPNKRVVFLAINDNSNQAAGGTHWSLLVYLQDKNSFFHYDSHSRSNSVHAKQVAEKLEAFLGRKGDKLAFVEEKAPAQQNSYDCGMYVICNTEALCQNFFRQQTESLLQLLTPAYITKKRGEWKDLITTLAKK
SENP7 inh: inhibitors of human SENP7 protease | inhibition, % at 5 µM | AID 434973 | 1.5% of 330,000 active | recombinant SENP7, Z-RLRGG-aminoluciferin luminescence, 40 min;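 active means inhibition above about 50% at the single test dose, limit read from the data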;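 further: plate controls were DMSO with enzyme for no effect and no enzyme buffer wells for full effect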
PfGluPho inh: PfG6PD (Plasmodium falciparum) enzyme inhibition. PfGluPho enzyme, NADPH resazurin-diaphorase fluorescence. inhibition, % at 20 µM. 0.78% of 350,000 active. AID 504690;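 active means inhibition reaching at least a set limit at 20 µM in the primary screen, cut at about 59% in these data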;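 further: 0% = DMSO wells with substrate and 100% = DMSO wells lacking glucose-6-phosphate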
SENP6 block: SENP6 protease inhibition | Recombinant SENP6 catalytic domain, aminoluciferin luminescence | inhibition, % at 10 µM | 1.8% of 330,000 active;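 active means inhibition above about 50% at the single tested dose, limit read from the data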;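 further: plate controls were DMSO wells with enzyme for no effect and DMSO wells lacking enzyme for full effect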
Target sequence (Q9GZR1 628-1112 limits assumed): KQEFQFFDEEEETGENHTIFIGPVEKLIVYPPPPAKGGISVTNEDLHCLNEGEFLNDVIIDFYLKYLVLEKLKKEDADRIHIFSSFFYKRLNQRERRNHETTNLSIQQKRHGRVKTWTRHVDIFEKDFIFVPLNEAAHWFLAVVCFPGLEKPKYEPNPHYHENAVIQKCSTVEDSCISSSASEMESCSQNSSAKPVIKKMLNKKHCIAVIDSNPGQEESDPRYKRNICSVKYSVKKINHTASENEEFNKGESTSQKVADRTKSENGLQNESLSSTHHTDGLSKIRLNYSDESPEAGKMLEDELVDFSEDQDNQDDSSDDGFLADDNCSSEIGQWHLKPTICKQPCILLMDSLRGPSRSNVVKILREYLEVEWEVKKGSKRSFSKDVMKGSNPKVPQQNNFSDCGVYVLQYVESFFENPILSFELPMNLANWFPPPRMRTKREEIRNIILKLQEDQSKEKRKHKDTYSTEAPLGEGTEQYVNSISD
ATG4B inh: inhibitors of human ATG4B cysteine protease; Q9Y4P1; inhibition, % at 8.33 µM; ATG4B cleavage of LC3-PLA2, NBD-HPC fluorescence, 1 h; 0.51% of 340,000 active; in the data active means inhibition above about 40%
* marks the source's active call; other numbers are inactive results; i = inactive; . = not tested or not shown.

SMILES	MPTP block	NR3A LBD binder	HKDC1 inh	SENP8 block	SENP7 inh	PfGluPho inh	SENP6 block	ATG4B inh
COc1ccccc1NC(=O)C(C)OC(=O)C1CCN(S(=O)(=O)c2ccc(C)c(C)c2)CC1 (stereo unspecified)	-0.9	-2	1	-12	6	1	-4	-8
COC(=O)CNc1cccc(C(F)(F)F)c1	-0.1	0	0	4	6	2	6	1
O=C(COC(=O)c1ccc2c(c1)S(=O)(=O)N=C1CCCCCN12)NCc1cccs1	1.9	1	13	29	9	14	-2	-4
C/C=C/C(=O)N1CC2(CC(c3cccc(NC(=O)COc4ccc(Cl)cc4)c3)=NO2)C[C@@H]1C(N)=O (stereo partly specified)	-0.6	0	-1	7	-4	1	-1	-16
Cc1cccc(NC(=O)c2ccc(S(=O)(=O)N3CC(C)OC(C)C3)cc2)n1 (stereo unspecified)	1.1	0	-5	3	-5	2	-17	-11
CCOCCCNC(=O)C(=O)NCCCOCC	-13	-1	-13	4	1	-8	-5	6
Cc1cnc(C(=O)OCC(=O)Nc2ccc(Cl)cn2)cn1	-0.6	-2	-3	-25	-6	6	-11	4
COc1ccc(S(=O)(=O)N2CCN(Cc3cc(=O)n4ccccc4n3)CC2)cc1	-0.7	-3	7	-118	7	-18	-7	0
Cc1cccc(NC(=O)CNC(=O)CN2CCN(C)CC2)c1C	-0.9	0	-4	5	-12	-3	-16	-2
COc1ccc(C)cc1NC(=O)CSCc1cc(=O)n2c(C)csc2n1	-2.3	3	1	-103	-6	16	-5	-6
c1ccc2c(-c3cncc4ccccc34)cncc2c1	-0.1	-2	7	-94	6	15	-23	-9
Cc1ccc(S(=O)(=O)N(C)C)cc1NC(=S)NNC(=O)C(N)=O	0.0	-2	-18	4	-2	-18	-7	10
O=C(Cc1ccccc1Cl)Nc1cc(S(=O)(=O)N2CCOCC2)ccc1N1CCOCC1	-0.4	0	1	4	7	0	-7	-11
Cc1ccnc(Nc2nc(-c3sc(C)nc3C)cs2)c1	27	0	0	-26	4	24	5	8
O=C(Cn1nc(Cc2cccnc2)c2ccccc2c1=O)Nc1ccccc1F	2.2	-3	10	4	-4	-18	-18	-2
O=C(Nc1cccc(NC(=O)c2ccccc2Cl)c1)c1ccco1	-1.8	1	-4	13	8	5	-24	9
O=C(/C=C/c1ccco1)c1ccccc1O	2.1	1	-7	12	34	20	39	-1
OC[C@H]1O[C@@H](n2cnc3c(Nc4ccccc4)ncnc32)[C@H](O)[C@@H]1O	3.1	0	-1	0	0	4	-2	0
COc1ccc(NS(=O)(=O)c2ccc(C(=O)OC(C)C(=O)N3CCOCC3)cc2)cc1 (stereo unspecified)	-1.1	1	4	5	-4	3	6	-7
COc1ccc(N2CCN(CCNC(=O)CCC(=O)NNc3nc4ccccc4c4nc(C)nn34)CC2)cc1	-1.2	2	0	12	2	5	-11	4

Continued; the last five above are carried over.
SMILES	MPTP block	NR3A LBD binder	HKDC1 inh	SENP8 block	SENP7 inh	PfGluPho inh	SENP6 block	ATG4B inh
O=C(Nc1cccc(NC(=O)c2ccccc2Cl)c1)c1ccco1	-1.8	1	-4	13	8	5	-24	9
O=C(/C=C/c1ccco1)c1ccccc1O	2.1	1	-7	12	34	20	39	-1
OC[C@H]1O[C@@H](n2cnc3c(Nc4ccccc4)ncnc32)[C@H](O)[C@@H]1O	3.1	0	-1	0	0	4	-2	0
COc1ccc(NS(=O)(=O)c2ccc(C(=O)OC(C)C(=O)N3CCOCC3)cc2)cc1 (stereo unspecified)	-1.1	1	4	5	-4	3	6	-7
COc1ccc(N2CCN(CCNC(=O)CCC(=O)NNc3nc4ccccc4c4nc(C)nn34)CC2)cc1	-1.2	2	0	12	2	5	-11	4
COc1ccc(CNC(=O)CN2CCC(NC(=O)c3ccc(OC)cc3)CC2)cc1	-0.3	-3	1	17	6	1	4	5
Cc1ccc(Nc2nnc(SCC(=O)Nc3cccc(S(=O)(=O)N4CCCCC4)c3)s2)cc1	5.0	18*	1	3	-13	12	-1	-21
Cc1ccc(C)c(OCCCN2CCCC2)c1	5.6	2	-15	14	1	-9	-2	8
O=C(NCCCNc1ccc([N+](=O)[O-])cc1Cl)c1ccccc1F	-1.4	0	1	18	-1	10	-8	-4
COc1ccc(/C=C2\SC(=S)N(CCC(=O)NC3CCCC3)C2=O)cc1OC	2.0	1	-4	23	6	-1	-8	-15
CNc1ccc(S(=O)(=O)NCC(=O)NCCCc2ccccc2)cc1[N+](=O)[O-]	0.4	3	2	18	4	17	2	-2
CCc1ccc(C(C)NC(=O)C2CCCC2)cc1 (stereo unspecified)	1.1	0	3	17	-4	5	8	-3
COc1ccccc1NS(=O)(=O)c1ccc(C)c(C(=O)N2CCCC2)c1	-0.2	0	0	9	-7	-4	7	6
Cc1ccc(-c2nc3ccccc3n2C)o1	0.3	3	0	-151	83*	22	70*	-9
O=C(COC(=O)c1ccc2ncsc2c1)NCc1ccc(F)cc1	-0.9	4	5	-36	4	4	2	6
O=C1/C(=C/c2ccc([N+](=O)[O-])cc2)CCC1C1CCCC1 (stereo unspecified)	-0.6	-1	14	14	22	-8	13	-9
O=C(Cc1ccc(Cl)cc1)N/N=C1\CCCc2ccccc21	2.7	-46	-14	9	-1	0	5	3
O=C(Nc1nccs1)C1CCN(S(=O)(=O)c2ccc(F)cc2)CC1	-1.2	-1	2	12	2	-11	7	12
Cc1c(C(=O)Nc2ccc(Br)cc2)cnn1C	-0.1	0	-16	12	2	30	-1	11
CN(CC(=O)Nc1ccc(F)cc1)C(=O)COC(=O)CCN1C(=O)C2CC=CCC2C1=O (stereo unspecified)	-0.9	-2	-6	10	-2	-3	-3	4
O=C(NN(C(=O)C1CC1)c1nc2ccccc2s1)C1CC1	1.2	1	-10	3	-6	11	-19	-7
Cc1ccc(CN2CCNC(=O)C2CC(=O)O)cc1 (stereo unspecified)	-0.9	-1	1	14	-7	3	12	-3
COc1ccc(-c2cc(C(=O)NN)[nH]n2)cc1OC	-1.4	0	-11	12	-3	14	9	-3
CC(OC(=O)c1ccccc1NCCO)C(=O)NC1CCCCC1C (stereo unspecified)	1.2	-1	4	i	6	-14	-4	3
O=C(COc1ccc2ccccc2c1)NNC(=O)c1ccc([N+](=O)[O-])cc1	-0.1	-4	-13	19	5	11	7	1
CCOC(=O)c1c(NC(=O)COc2ccccc2OCC)sc2c1CC(C)(C)NC2(C)C	30	-2	-1	0	-4	9	-22	-8
Cc1ccc(C)c(OCC(=O)Nc2cccc(C(=O)O)c2)c1C	0.5	5	1	8	29	-12	20	-12
COc1ccc(/C=N/NC(=O)CNC(=O)c2ccc(S(=O)(=O)N3CCCC3)cc2)c(OC)c1	1.7	5	-1	25	-7	0	14	-21
O=C(NCCCCCc1nc2ccccc2[nH]1)c1ccccc1Cl	0.4	0	-4	11	-4	-7	-3	1
N#Cc1ccccc1NC(=O)COc1ccc2c(c1)OCO2	-1.5	-4	-4	8	9	6	19	-16
O=C(CN1CCOc2ccccc21)N1CCC(Cc2ccccc2)CC1	-1.8	-1	4	6	8	25	-10	-3
CCOC(=O)N1CCN(C(=O)CSCC(=O)N=c2sc3cc(OC)ccc3n2C)CC1	3.7	-1	1	-112	.	22	.	-2
O=S(=O)(Nc1ccc2[nH]ncc2c1)c1ccccc1Cl	-0.5	-2	3	16	-5	7	-19	-4
CC(C)c1ccc(NC2CCCN(C(=O)c3cc(C(C)C)[nH]n3)C2)cc1 (stereo unspecified)	-0.3	-3	7	10	9	-4	-25	43*
O=C(CN1C(=O)NC2(CCCC2)C1=O)Nc1nc2c(F)cc(F)cc2s1	2.4	0	-1	-7	8	-13	-1	2

Part of the list above, with values under each structure:
The line under a structure holds: MPTP block, NR3A LBD binder, HKDC1 inh, SENP8 block, SENP7 inh, PfGluPho inh, SENP6 block, ATG4B inh
O=C(CN1CCOc2ccccc21)N1CCC(Cc2ccccc2)CC1
→ -1.8, -1, 4, 6, 8, 25, -10, -3
CCOC(=O)N1CCN(C(=O)CSCC(=O)N=c2sc3cc(OC)ccc3n2C)CC1
→ 3.7, -1, 1, -112, ., 22, ., -2

The list goes on.
SMILES	MPTP block	NR3A LBD binder	HKDC1 inh	SENP8 block	SENP7 inh	PfGluPho inh	SENP6 block	ATG4B inh
O=C(CN1CCc2cc3c(cc2C1)OCCCO3)Nc1ccc(F)cc1	1.9	-3	-5	7	-4	-6	7	2
C=CC[C@H](CC(=O)N(CCO)Cc1ccccc1)C(=O)NCCOC(=O)[C@H](CC=C)CC(=O)OC(C)(C)C	-0.7	-3	-6	0	-11	11	-9	-5
COc1ccc2c(C)c(C)c(=O)oc2c1OC	0.4	1	17	-397	2	1	9	-7
CC(C)CN(CC(C)C)C(=O)CN1c2cccc3cccc(c23)S1(=O)=O	1.0	-2	3	-268	-3	9	8	-8
NC1=NC[C@H](Cc2ccccc2)N1CCCCC1CCCCC1	82*	-11	0	12	-13	11	-21	9
O=C(CSc1nnc(-c2ccccc2)n1-c1ccccc1)c1cccs1	5.1	-1	-2	16	-12	20	-14	16
Cn1cnnc1SCC(=O)NC1CCCC1	0.3	2	-2	-5	0	16	-12	-4
Cc1nn(Cc2ccccc2)c(C)c1NC(=O)CCC(=O)O	7.3	-1	-4	22	-7	-1	-16	2
O=C(CN1C(=O)/C(=C/c2ccccc2F)Oc2ccccc21)N1CCN(c2ccccn2)CC1	1.2	-7	-12	-402	0	-18	0	4
O=C(N/N=C/c1ccc([N+](=O)[O-])o1)c1cn(-c2ccccc2)nc1-c1ccc(F)cc1	.	57*	-12	.	1	9	2	6
O=C(CSc1ncn[nH]1)NCCCc1ccccc1	-1.5	0	-8	12	3	-11	3	-1

In the list so far, these contain a furan ring, fused or not:
SMILES	MPTP block	NR3A LBD binder	HKDC1 inh	SENP8 block	SENP7 inh	PfGluPho inh	SENP6 block	ATG4B inh
O=C(Nc1cccc(NC(=O)c2ccccc2Cl)c1)c1ccco1	-1.8	1	-4	13	8	5	-24	9
O=C(/C=C/c1ccco1)c1ccccc1O	2.1	1	-7	12	34	20	39	-1
Cc1ccc(-c2nc3ccccc3n2C)o1	0.3	3	0	-151	83*	22	70*	-9
O=C(N/N=C/c1ccc([N+](=O)[O-])o1)c1cn(-c2ccccc2)nc1-c1ccc(F)cc1	.	57*	-12	.	1	9	2	6

Outcome played no part in choosing rows. About 6.9% of those tested had a hit in this group.
